# Mcl1 Noxa PPI: disrupts binding of human Mcl-1 to Noxa peptide; Q07820; TR-FRET Mcl-1/Noxa peptide binding, 2 h; inhibition, % at 21.7 µM; 1.5% of 220,000 active; AID 1022;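 active means compounds that cut the protein-peptide binding signal by more than 50% relative to plate controls in a single-dose test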;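 further: His-tagged Mcl-1 with rhodamine Noxa BH3 peptide and terbium anti-His antibody; 0% = Mcl-1 plus Noxa peptide wells and 100% = peptide-only wells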
# Target sequence (Q07820 whole entry, looked up): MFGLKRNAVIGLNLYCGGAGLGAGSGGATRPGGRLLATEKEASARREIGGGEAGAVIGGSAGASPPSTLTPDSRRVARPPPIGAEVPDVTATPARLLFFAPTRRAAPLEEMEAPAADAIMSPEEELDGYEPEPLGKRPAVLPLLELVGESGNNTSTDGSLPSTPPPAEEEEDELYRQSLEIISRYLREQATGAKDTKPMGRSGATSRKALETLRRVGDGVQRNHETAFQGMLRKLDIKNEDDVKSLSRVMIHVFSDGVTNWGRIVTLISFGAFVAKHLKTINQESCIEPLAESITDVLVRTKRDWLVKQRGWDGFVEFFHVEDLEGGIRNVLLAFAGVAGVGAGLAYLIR
# Avidin fluor: compound fluoresces at 488/530 nm on avidin beads | compound fluorescence 488/530 nm, flow cytometry; active compounds read high | fluorescence (KMESF) at 10 µM | 0.38% of 220,000 active | AID 1775; in the data active means fluorescence above about 47; further: inactives centre near 10
# Pf gametocyte: kills late stage P. falciparum gametocytes | P. falciparum stage V gametocytes, ATP luminescence, 24 h | inhibition, % at 10.9 µM | 0.065% of 150,000 active | AID 743093;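 active means inhibition above the mean plus 3 SD of compounds within the control limits, set per campaign, cut at about 38% in these data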;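 further: 0% = DMSO wells and 100% = medium only without gametocytes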
# Mcl1 Bid PPI: Mcl-1/Bid interaction inhibition; 0.97% of 220,000 active; Q07820; inhibition, % at 21.7 µM; TR-FRET Mcl-1/Bid-Dy647 peptide binding, 1536-well;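 active means compounds that cut the binding signal by more than half at the single screening dose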;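 further: His-tagged Mcl-1 with europium anti-His antibody binding Bid BH3 peptide; 0% = Mcl-1 plus peptide wells and 100% = peptide-only wells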
# The depositor's hits bear a star.
SMILES,Mcl1 Noxa PPI,Avidin fluor,Pf gametocyte,Mcl1 Bid PPI
O=C(O)CNC(=O)CCn1nnc2ccccc2c1=O,5,3,-11,-24
Cc1ccc(S(=O)(=O)NCCc2cccs2)cc1,-9,3,-15,-20
Cc1nc(-c2ccncc2)nc(NCCNc2ccc(C(F)(F)F)cn2)c1Cl,10,7,10,-14
COCCOC(=O)C1=C(C)NC(C)=C(C(=O)OCCOC)C1/C=C/c1ccccc1OC,13,3,-34,-54
Cc1ccc(NC2c3ccccc3C(=O)N2c2cccnc2)cc1 (stereo not drawn),4,7,-31,-66
O/N=C/c1ccc2ccccc2n1,-6,8,1,-10
CCCCCC(=O)NC(=S)NC1C2CC3CC(C2)CC1C3 (stereo not drawn),15,8,-7,-19
CCCCc1nnc(NC(=O)COc2ccc3c(C)cc(=O)oc3c2)s1,19,7,9,11
CC12CCC(C(=O)N/N=C/c3ccc(O)cc3)(OC1=O)C2(C)C (stereo not drawn),8,7,-6,-46
CC(=O)c1cccc(Nc2cc(C)nc3c(C)cccc23)c1,12,10,-14,-4
CCC(C)NC(=O)c1cccc(C)c1 (stereo not drawn),9,5,-23,-8
O=c1[nH]c(CSc2cccc[n+]2[O-])nc2ccccc12,4,2,1,-24
O=c1c(-c2ccc3c(c2)OCCO3)coc2cc(OC3OC(CO)C(O)C(O)C3O)ccc12 (stereo not drawn),-19,8,-7,-9
O=S(=O)(Nc1cccc(CCc2ccccn2)c1)c1cc(Cl)ccc1Cl,-2,8,0,1
NC(=O)c1ccc(N2CCC(C(N)=O)CC2)c([N+](=O)[O-])c1,0,3,-17,-9
C/C(=N\NC(=O)c1cc(C)nc2ccccc12)c1cccs1,-3,6,-7,13
COc1cccc(/C=N/n2cnc3c(cnn3-c3ccccc3)c2=O)c1,13,16,12,11
CS(=O)(=O)c1ccc2nc(NC(=O)c3ccc(NS(=O)(=O)c4cccc([N+](=O)[O-])c4)cc3)sc2c1,33,8,-12,35
O=C(NCc1csc(-c2cccs2)n1)C1CC1,-18,2,20,-15
CCOc1ccc(N(CC(=O)Nc2ccccc2C)S(=O)(=O)c2c(C)[nH]c(=O)[nH]c2=O)cc1,2,9,10,7
COC(=O)c1cc(OC)c(OC)cc1NC(=O)c1cc(C(C)(C)C)oc1C,12,3,18,-7
N#CC12COC3(CCCCC3C1(C#N)C#N)OC2=N (stereo not drawn),10,23,-4,-137
Cc1ccc2nc(Nc3nc(C)cc(-c4ccccc4)n3)[nH]c(=O)c2c1,-2,9,-1,15
Cc1cc(=O)[nH]c2nnnn12,1,8,-2,-18

# Reprinted from the entries so far, 5 compounds:
SMILES,Mcl1 Noxa PPI,Avidin fluor,Pf gametocyte,Mcl1 Bid PPI
NC(=O)c1ccc(N2CCC(C(N)=O)CC2)c([N+](=O)[O-])c1,0,3,-17,-9
C/C(=N\NC(=O)c1cc(C)nc2ccccc12)c1cccs1,-3,6,-7,13
COc1cccc(/C=N/n2cnc3c(cnn3-c3ccccc3)c2=O)c1,13,16,12,11
CS(=O)(=O)c1ccc2nc(NC(=O)c3ccc(NS(=O)(=O)c4cccc([N+](=O)[O-])c4)cc3)sc2c1,33,8,-12,35
O=C(NCc1csc(-c2cccs2)n1)C1CC1,-18,2,20,-15

# New compounds follow.
SMILES,Mcl1 Noxa PPI,Avidin fluor,Pf gametocyte,Mcl1 Bid PPI
CCOC(=O)C1CCCN(c2c(NCCc3cccc(C)c3)c(=O)c2=O)C1 (stereo not drawn),10,4,15,-32
COc1cccc(NC(=O)Nc2ccc(Br)cn2)c1,-7,7,6,-3
COCCOC(=O)c1c(NC(=O)CN2CCc3ccccc32)sc(C(N)=O)c1C,49,6,-3,-27
COc1ccc(NC(=O)N[C@@H](Cc2ccccc2)C(=O)NN)cc1,0,6,-7,-25
CCOC(=O)C1=NNC2(c3ccc(C)cc3)C(=O)N(c3ccccc3)C(=O)C12 (stereo not drawn),18,4,-4,-8
O=C1CCCC(O)=C1N=Nc1ccc(S(=O)(=O)N2CCOCC2)cc1,24,6,24,-5
NC(=O)c1ccc(-c2ccccc2F)cc1,2,8,10,-12
CCN1CCN(c2c(/C=C3\SC(=S)N(Cc4ccco4)C3=O)c(C)c(C#N)c(=O)n2C)CC1,24,9,-7,-40
CC1(C)CC(=O)C(C2C3=C(CC(C)(C)CC3=O)OC3=C2C(=O)CC(C)(C)C3)=C(O)C1,-2,8,16,2
COCCOC(=O)C1=C(C)Nc2ncnn2C1c1ccco1 (stereo not drawn),-3,3,-9,-10
OC1(CNCc2ccccc2)C2CC3CC(C2)CC1C3 (stereo not drawn),-3,8,-24,-4
O=S(=O)(NCc1ccc2c(c1)OCO2)c1cccc2nsnc12,5,7,1,-40
COc1ccc(C(=O)O/N=C(/c2cccs2)C(C)(C)C)cc1,0,5,-7,-6
CCCCOc1ccc(CN=C(N)N)cc1Cl,4,7,-14,-12
O=C(/C=C/c1ccco1)N(Cc1cccc(Br)c1)C1CCS(=O)(=O)C1 (stereo not drawn),10,7,6,-17
CCOc1cc(/C=N/Nc2ccc(C(=O)O)cc2)ccc1OC(=O)c1ccccc1C,56*,10,-5,5
COc1cc(O)c(C(CCN2CCCCC2)c2ccc(N(C)C)cc2)c(OC)c1 (stereo not drawn),9,17,15,-70
Cc1c(N2C(=O)/C(=C3\C(=O)N(CC(=O)O)c4ccccc43)SC2=S)c(=O)n(-c2ccccc2)n1C,28,6,9,-28
COc1ccc(CC2S/C(=N/N=C/c3ccccc3O)NC2=O)cc1 (stereo not drawn),-11,7,-9,-20
N#CC(C#N)=c1ccc2c(c1)N1C(c3ccccc3)=CC(c3ccccc3)C3CCCCC31N=2 (stereo not drawn),-6,6,14,-27
Cc1ccc(C#CC[N+]2(C)CCCCC2)cc1,11,7,2,-18
FC(F)(F)Oc1ccccc1-c1nnc(-c2cccc(C(F)(F)F)c2)o1,-1,7,1,-12
Cc1nn(C)c(Sc2ccccn2)c1[N+](=O)[O-],-1,8,-4,3
Cc1ccc2nc(-c3ccc4c(c3)OCCO4)cn2c1,18,10,-2,3
O=C1C2(CCCC13COC(c1ccc(O)cc1)OC3)COC(c1ccc(O)cc1)OC2 (stereo not drawn),-254,10,-4,-161
COc1ccc(/C=C/c2ccccc2)cc1[C@H]1[C@@H]2C=CCC[C@@]2(C)C(=O)N1Cc1ccccc1,12,8,7,-65
O=c1oc2ccccc2c2oc3cc(O)c(O)cc3c12,98*,3,18,-95
CCc1n[nH]c(=S)n1/N=C/c1cc(Br)c(O)c(OC)c1,15,5,-26,-75
Cc1cc2c(NC(=O)CC(C)(C)CC(=O)O)cccc2nn1,9,7,-5,-19
C/C(Cn1nnc([N+](=O)[O-])n1)=N\NC(=O)c1ccc(O)cc1,-10,8,-11,-35
Cc1cc(SCC(=O)NN)c2cc(Br)ccc2n1,18,6,-3,-76
NC(=O)c1cc2cc(Cl)ccc2o/c1=N/NC(=O)c1cccs1,4,11,9,-9
CCN(CC)CCn1c(C)nc2ccccc21,19,6,-1,26
CCCCN1CNC(=S)N(CCc2ccc(OCC)c(OCC)c2)C1,6,6,-9,-31
CCCCN(CCCC)CCCNC(=O)C1CC(c2ccc(C(F)(F)F)cc2)=NO1 (stereo not drawn),3,11,30,-20
Cn1c(CBr)c(C(=O)c2ccc([N+](=O)[O-])cc2)c(=O)n(C)c1=O,32,4,24,1
CC(=O)c1ccc(NC(=O)C2CCN(S(=O)(=O)c3cccs3)CC2)cc1,13,6,-3,-8
NC(=S)Nc1ccc(F)c(F)c1F,0,7,-7,-49
COc1cc(/C=N/NC(=S)NC2CC3C=CC2C3)cc(OC)c1OC (stereo not drawn),18,7,6,-12
N#C/C(=N\Nc1ccc([N+](=O)[O-])cc1)C(N)=S,-14,8,2,-58
CC1=NCCN1CCNC(=O)Nc1cc(C)cc(C)c1,5,3,-4,-7
COc1ccccc1N1C(=S)NC2CS(=O)(=O)CC21 (stereo not drawn),5,8,4,-16
Cc1cc(C)n(-c2ncc3c(n2)N(CCO)CCOC3=O)n1,-14,6,-35,-11
CC(C)c1nnc(NC(=O)CCC(=O)Nc2ccc3cn[nH]c3c2)s1,1,6,0,-12
COC(=O)c1cccc(C23CC4(C2)[C@H](CN(Cc2cccnc2)[C@@H]4c2ccccc2)C3c2ccccc2)c1 (stereo partly drawn),-24,9,18,-35
O=C(CN1CCOCC1)N/N=C/c1ccc(-c2ccc(Br)cc2)o1,10,5,18,-12
CSc1nnnn1-c1c(C)cccc1C,10,7,6,-35
COc1ccc([N+](=O)[O-])cc1NCc1ccco1,-1,11,1,-34

# Four of these compounds, set out differently.
> O=C(CN1CCOCC1)N/N=C/c1ccc(-c2ccc(Br)cc2)o1
  Mcl1 Noxa PPI: 10
  Avidin fluor: 5
  Pf gametocyte: 18
  Mcl1 Bid PPI: -12
> Cc1cc(C)n(-c2ncc3c(n2)N(CCO)CCOC3=O)n1
  Mcl1 Noxa PPI: -14
  Avidin fluor: 6
  Pf gametocyte: -35
  Mcl1 Bid PPI: -11
> COC(=O)c1cccc(C23CC4(C2)[C@H](CN(Cc2cccnc2)[C@@H]4c2ccccc2)C3c2ccccc2)c1 (stereo partly drawn)
  Mcl1 Noxa PPI: -24
  Avidin fluor: 9
  Pf gametocyte: 18
  Mcl1 Bid PPI: -35
> COc1ccccc1N1C(=S)NC2CS(=O)(=O)CC21 (stereo not drawn)
  Mcl1 Noxa PPI: 5
  Avidin fluor: 8
  Pf gametocyte: 4
  Mcl1 Bid PPI: -16

# New compounds follow:
SMILES,Mcl1 Noxa PPI,Avidin fluor,Pf gametocyte,Mcl1 Bid PPI
CNC(=O)Nc1cc(C(F)(F)F)cc(C(F)(F)F)c1,8,5,2,-40
C=CCn1c(SCC(=O)C23CC4CC(CC(C4)C2)C3)nc(O)cc1=O,4,6,-7,-23
Cn1c(N)c(C(=O)Nc2ccccc2F)sc1=S,1,7,15,-31
COC(=O)c1c(-c2c(Cl)cccc2Cl)noc1NC(=O)NN1CCOCC1,13,4,4,4
N#C/C(=C\c1ccccc1)C(=O)Nc1cccnc1,5,14,14,-9
COc1ccc(/C=C/C(=O)NC(=S)NNC(=O)c2cccs2)cc1OC,-73,7,13,-114
COc1ccc(/C(C)=N/Nc2ccccc2Cl)c(O)c1,-26,9,4,-28
Cc1[nH]n(-c2ccccc2)c(=O)c1C=Nc1cccc(F)c1,10,8,3,-11
CCCc1nn(C)c2c(=O)[nH]c(-c3cc(S(=O)(=O)Nc4ccc(NC(C)=O)cc4)ccc3OCC)nc12,5,5,14,-18
CC1=NNC(=O)C1CC(=O)N/N=C/c1ccc(C)o1 (stereo not drawn),-2,7,-3,-45
CC(C)(C)S(=O)(=O)c1cnc(-c2ccccn2)nc1N,-20,9,-1,1
Cc1cc(N/C=C(\C#N)S(=O)(=O)c2ccc(Cl)cc2)nc(C)n1,10,7,-18,-11
NS(=O)(=O)c1ccc(NC(=O)COC(=O)c2cccc(S(=O)(=O)N3CCCC3)c2)cc1,5,8,20,-25
COc1ccc(/C=N/OC(=O)c2ccc(Cl)cc2)c(Cl)c1OC,10,8,-17,2
Fc1ccccc1-c1nc2nc3ccccc3nc2n1CC1CCCO1 (stereo not drawn),-7,5,12,-13

# Assay outcomes as filed in PubChem.

# Some of the compounds tested; the hit share may differ from the screen's.
